Bioassay records: PubChem BioAssay, several laboratories
EP2 modulator: EP2 receptor (human) modulation. EP2-expressing cells, cAMP HTRF FRET, PGE2 co-stimulation. P43116. 260,000 compounds, 0.83% hits. induction, % at 25 µM. AID 940;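 active means compounds whose cAMP rise, as percent of the full-agonist control response, exceeds 60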;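 further: rat C6 glioma line stably carrying human EP2 under a CMV promoter; the protocol text gives 20 µM as final concentration; 100% = response of wells given 1 µM PGE2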
TbHK1 inh: T. brucei hexokinase 1 inhibition | recombinant TbHK1, G6PDH-coupled NADH A340 | inhibition, % at 10 µM | 220,000 compounds, 0.11% hits | AID 1430;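 active means inhibition of 50% or more in the single-dose primary screen; inactive means inhibition below 50%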
EP2 antag: EP2 receptor (human) inhibition. inhibition, % at 25 µM. 260,000 compounds, 0.52% hits. C6 glioma cells expressing human EP2, cAMP TR-FRET; cells stimulated with saturating PGE2. P43116;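 active means percent inhibition above 40 after rounding to a whole number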;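 further: rat C6 glioma host cells with rolipram phosphodiesterase inhibitor present; the protocol text gives 20 µM as final concentration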
Calpain2 inh: calpain II (pig) inhibition. 220,000 compounds, 0.37% hits. purified calpain II, fluorogenic peptide substrate, 30 min. inhibition, % at 16 µM. AID 1236;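 active means inhibition above about 50%, limit read from the data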
Hck Nef HTS: blocks Nef-activated human Hck kinase; inhibition, % at 20 µM; AID 463187; 220,000 compounds, 0.68% hits; P08631; Recombinant Hck-YEEI plus Nef, Z-Lyte FRET kinase assay;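 active means Hck-Nef kinase inhibition above about 50%, limit read from the data; inactive means inhibition below that limit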;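 further: 0% = DMSO with Hck plus Nef and 100% = Hck alone without Nef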
Target sequence (P08631 whole entry, looked up): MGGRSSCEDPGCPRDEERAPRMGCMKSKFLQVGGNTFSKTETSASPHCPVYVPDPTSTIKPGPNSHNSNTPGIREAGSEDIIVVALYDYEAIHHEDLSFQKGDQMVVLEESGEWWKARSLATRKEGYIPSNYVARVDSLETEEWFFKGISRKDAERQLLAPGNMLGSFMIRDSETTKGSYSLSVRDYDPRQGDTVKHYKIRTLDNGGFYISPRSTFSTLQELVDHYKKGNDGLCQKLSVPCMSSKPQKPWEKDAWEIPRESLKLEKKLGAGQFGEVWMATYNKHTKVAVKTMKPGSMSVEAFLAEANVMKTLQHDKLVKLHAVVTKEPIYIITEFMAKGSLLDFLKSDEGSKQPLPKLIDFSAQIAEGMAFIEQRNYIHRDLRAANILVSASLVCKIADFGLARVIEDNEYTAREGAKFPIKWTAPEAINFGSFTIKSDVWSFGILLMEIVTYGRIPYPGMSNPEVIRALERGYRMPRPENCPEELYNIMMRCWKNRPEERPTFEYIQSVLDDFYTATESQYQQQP
L929 necroptosis: L929 zVAD cell death inhibition. L929 zVAD necroptosis rescue, ATP luminescence, 24 h; with zVAD 60 µM. 220,000 compounds, 0.38% hits. AID 1377. viability rescue, % at 10 µM;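 active means activation, scaled between plate controls, above about 75%, limit read from the data; inactive means activation under that limit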;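 further: 0% = zVAD with DMSO and 100% = DMSO alone without zVAD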
Rad51 HR inh: blocks human Rad51 in homologous recombination. 200,000 compounds, 0.085% hits. inhibition, % at 10 µM. Q06609. hRad51 DNA strand exchange, fluorescence dequenching;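 active means inhibition above 40% at the single screening dose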;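 further: 0% = DMSO control wells and 100% = blanks with heterologous ssDNA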
Target sequence (Q06609 whole entry, looked up): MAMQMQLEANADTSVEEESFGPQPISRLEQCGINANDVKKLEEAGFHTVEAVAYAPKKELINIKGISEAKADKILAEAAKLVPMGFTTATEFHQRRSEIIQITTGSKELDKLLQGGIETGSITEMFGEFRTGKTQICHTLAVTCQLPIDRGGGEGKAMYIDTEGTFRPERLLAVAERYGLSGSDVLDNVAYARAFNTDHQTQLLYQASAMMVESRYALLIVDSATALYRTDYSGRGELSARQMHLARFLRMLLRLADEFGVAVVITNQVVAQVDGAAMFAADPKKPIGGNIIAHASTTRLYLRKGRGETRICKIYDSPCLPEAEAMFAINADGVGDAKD
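Test system: preformed human Rad51 ssDNA filaments. Compound dosing: single dose, 10 µM final compound. Incubation: filaments 15 min 37 °C, then compound 30 min. Technique: FRET fluorescence dequenching, excitation 485 nm, emission 520 nm. Read-out basis: percent inhibition from fluorescence, normalised to plate control and blank means. Benchmarks: plate controls and plate blanks.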
eIF4E 4G PPI: blocks eIF4E binding to eIF4G | TR-FRET eIF4E-eIF4GI(517-606) binding, 2 h | AID 782 | inhibition, % at 21.7 µM | 220,000 compounds, 0.37% hits;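 active means inhibition above about 30%, limit read from the data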;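 further: 0% = full FRET control wells and 100% = background wells lacking eIF4GI fragment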
14-3-3 Bad PPI: disrupts binding of bovine 14-3-3 zeta to phospho-Bad peptide; 220,000 compounds, 0.71% hits; inhibition, % at 21.7 µM; P63103; TR-FRET 14-3-3zeta/Dy647-pBad peptide displacement, 1 h;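 active means inhibition above about 70%, limit read from the data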;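 further: 0% = full 14-3-3 plus peptide FRET controls and 100% = background without 14-3-3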
Numbers without * were called inactive; x = no result given; & = joins results of further samples; [ ] = another dose, or the depositor's remark.

entry	SMILES	EP2 modulator	TbHK1 inh	EP2 antag	Calpain2 inh	Hck Nef HTS
1	CCOC(=O)n1cc(-c2cnc(CNC(=O)C(C)(c3ccccc3)c3ccccc3)o2)c2ccccc21	-1	7	10	-4	-2
2	Fc1cccc(CSc2nc3ccncc3[nH]2)c1	-4	-3	14	-2	-4
3	CCOC(=O)C1(CCc2ccccc2)CCN(Cc2ccn[nH]2)CC1	6	5	8	-5	19
4	CCOC(=O)C(=CNc1ccccc1N1CCOCC1)C(=O)OCC	5	-43	12	23	14
5	CCCC(O)(CCC)C(=O)NN(C(=O)OC)c1ccccc1	44	-2	6	16	2
6	N#Cc1c(C#N)c(-c2ccccc2)n(-c2ccc(C(=O)O)cc2)c1N	12	-4	7	7	4
7	COc1ccc2[nH]cc(C=O)c2c1	-9	-5	9	-2	1
8	COC(=O)c1c(NC(=O)c2ccc(C)o2)sc2c1CCCCC2	31	-3	10	6	3

entry	L929 necroptosis	Rad51 HR inh	eIF4E 4G PPI	14-3-3 Bad PPI
1	21	1	0	-7[fluorescence artefact?]
2	x	2	0[fluorescence artefact?]	-3[fluorescence artefact?]
3	-1.1	4	-1	-13
4	1.4	12	1	-5
5	-0.2	5	-3	-1
6	0.6	1	-4	-7
7	0.1	-4	1	6
8	0.0	-10	1	10[fluorescence artefact?]

Carrying on.
entry	SMILES	EP2 modulator	TbHK1 inh	EP2 antag	Calpain2 inh	Hck Nef HTS
9	COc1ccc(C(CNC(=O)c2ccccc2SC)N(C)C)cc1 (stereo not given)	-30	0	12	23	18
10	Cc1cccc(NC(=O)/C(C#N)=C\c2cccnc2)c1	-1	-12	18	-13	1
11	CCOc1ccc(/C=C/C(=O)NCCc2ccc(OC)c(OC)c2)cc1	-79	-11	2	-2	0
12	Cc1cc(=O)oc(C)c1C(=O)N1CCCc2ccccc21	-7	4	10	9	-1
13	Cc1cc(Cl)ccc1NC(=S)NCC(C)C	5	-7	5	23	-1
14	Cc1ccc(S(=O)(=O)/C(C#N)=C/c2c(N3CCOCC3)nc3c(C)cccn3c2=O)cc1	17	-21	15	-24	-9
15	COCCCNC(=O)CC(NS(=O)(=O)c1ccc(C)cc1)c1ccco1 (stereo not given)	21	-8	14	-4	1
16	CC1CCC(NC(=O)c2cc3c(=O)n(C)c4ccccc4c3n2C)CC1 (stereo not given)	-9	-18	8	-87	2

entry	L929 necroptosis	Rad51 HR inh	eIF4E 4G PPI	14-3-3 Bad PPI
9	0.6	6	0	-5
10	0.1	-10	0	7
11	1.2	x	6	0[fluorescence artefact?]
12	-0.3	-4	13	5
13	-1.0	x	-8	-2
14	1.2	8	-3	-1
15	0.1	-1	-3	4[fluorescence artefact?]
16	12	9	4	15[fluorescence artefact?]

Random excerpt: 2 entries already listed, in no set order.
entry	SMILES	EP2 modulator	TbHK1 inh	EP2 antag	Calpain2 inh	Hck Nef HTS
12	Cc1cc(=O)oc(C)c1C(=O)N1CCCc2ccccc21	-7	4	10	9	-1
11	CCOc1ccc(/C=C/C(=O)NCCc2ccc(OC)c(OC)c2)cc1	-79	-11	2	-2	0

entry	L929 necroptosis	Rad51 HR inh	eIF4E 4G PPI	14-3-3 Bad PPI
12	-0.3	-4	13	5
11	1.2	x	6	0[fluorescence artefact?]

Other structures:
entry	SMILES	EP2 modulator	TbHK1 inh	EP2 antag	Calpain2 inh	Hck Nef HTS
17	Cc1ccnc(NS(=O)(=O)c2ccc(NC(=O)c3ccc(N4C(=O)CCC4=O)cc3)cc2)n1	31	6	6	-11	3
18	Cc1ccc(S(=O)(=O)N(C)C)cc1NC(=O)c1cc(C(C)(C)C)nn1Cc1ccccc1	-1	-11	6	29	5
19	Cc1nc2ncnn2c(C)c1CCC(=O)NCc1ccc2c(c1)OCO2	4	4	13	-6	2
20	COc1ccccc1NC(=O)NCc1ccc2c(c1)OCO2	-5&-43	4	14&14	-10	1
21	COc1ccc(C(C)=O)cc1CSc1nnnn1-c1ccc(O)cc1	-8	-10	5	-15	14
22	O=C(/C=C\Nc1ccc(Cl)cn1)c1ccc(Br)cc1	2	-11	6	15	14
23	CCn1c(SCC(=O)NC(C)C)nnc1-c1cccs1	10	-3	13	-9	-2
24	NC(=O)C1(S(=O)(=O)c2ccccc2)CCCCC1	-10	-1	11	-51	2

entry	L929 necroptosis	Rad51 HR inh	eIF4E 4G PPI	14-3-3 Bad PPI
17	0.4	4	12	-10
18	1.9	x	4	4
19	-0.2	-9	-1	3
20	0.5	7	0	-1
21	-0.7	-7	-1	3
22	2.0	-6	-7	3
23	-0.4	-1	10	-6[fluorescence artefact?]
24	2.9	-6	0	4[fluorescence artefact?]

(continued)
entry	SMILES	EP2 modulator	TbHK1 inh	EP2 antag	Calpain2 inh	Hck Nef HTS
25	COc1ccccc1/C=C/C=N/n1c(-c2ccc(F)cc2)n[nH]c1=S	-35	8	2	-1	-6
26	Cc1ccc(-n2cc(CN3CCN(Cc4nccn4C)CC3)c(-c3cccc(C)c3)n2)cc1	-7	-9	9	-41	20
27	Cc1cc(C)cc(NC(=S)NCc2ccc(F)cc2)c1	-5	-1	4	9	1
28	CCN(CC(=O)NC(=O)NCc1ccccc1)Cc1nc2ccccc2c(=O)[nH]1	-27	0	1	28	15
29	CC(C)CSc1nc(N2CCOCC2)c2c(c1C#N)CC(C)(C)SC2	58	-6	9	-6	0
30	COc1cc(NC(=S)N(C)C)c(OC)cc1Cl	-15	-10	8	7	-18
31	CCOc1ccc(N2C(=O)C(Cl)=C(Nc3ccccc3O)C2=O)cc1	10	-9	19	-11	1
32	N#Cc1c(N)oc(-c2ccco2)c1-c1ccco1	-40	-22	15	-31	14

entry	L929 necroptosis	Rad51 HR inh	eIF4E 4G PPI	14-3-3 Bad PPI
25	2.8	-4	-2	3
26	5.0	-4	0	-8
27	-1.3	-1	-3[fluorescence artefact?]	9
28	-0.1	3	-2	2
29	-0.7	x	-16	-11
30	0.0	5	-4	-4
31	1.6	x	7[fluorescence artefact?]	-15[fluorescence artefact?]
32	1.2	-2	0[fluorescence artefact?]	-15[fluorescence artefact?]

The list continues.
entry	SMILES	EP2 modulator	TbHK1 inh	EP2 antag	Calpain2 inh	Hck Nef HTS
33	COc1ccccc1OCc1ccc(C(=O)NCc2cccnc2)o1	-6	-2	8	16	-1
34	O=C(CCC(=O)N1CCN(c2ccccn2)CC1)Nc1nnc(C2CCCCC2)s1	-1	-3	11	3	-4
35	CCc1ccc2nc3n[nH]c(N)c3cc2c1	-2&-24	1	10&0	1	13
36	CC1(C)CC(=O)c2c(oc3ccc(NS(=O)(=O)c4cccc5cccnc45)cc23)C1	-24	-13	1	-16	8
37	COc1ccc(Nc2nnc(C)c3ccccc23)cc1C(N)=O	-16	-23	12	0	0
38	COc1cc(/C=C2\C(=O)NN(c3ccccc3)C2=O)cc([N+](=O)[O-])c1O	25	-1	13	-76	29
39	O=C(O)C(O)c1ccccc1 (stereo not given)	11	x	10	8	x
40	Cc1nn(-c2cc(Cl)ccc2Cl)c(C)c1C(=O)O	-10	-2	11	-15	27

entry	L929 necroptosis	Rad51 HR inh	eIF4E 4G PPI	14-3-3 Bad PPI
33	0.1	-1	0	9
34	-1.0	-1	-5	0
35	0.0	3	-1[fluorescence artefact?]	-3
36	-0.1	x	0	0
37	3.5	-4	5	-11
38	2.8	14	-2	24
39	x	-14	3	5
40	0.0	-8	-1	-4

An excerpt from above in order of the 14-3-3 Bad PPI value, rising.
item	molecule	EP2 modulator	TbHK1 inh	Calpain2 inh	Hck Nef HTS	eIF4E 4G PPI	14-3-3 Bad PPI
40	Cc1nn(-c2cc(Cl)ccc2Cl)c(C)c1C(=O)O	-10	-2	-15	27	-1	-4
36	CC1(C)CC(=O)c2c(oc3ccc(NS(=O)(=O)c4cccc5cccnc45)cc23)C1	-24	-13	-16	8	0	0
38	COc1cc(/C=C2\C(=O)NN(c3ccccc3)C2=O)cc([N+](=O)[O-])c1O	25	-1	-76	29	-2	24

Next records.
entry	SMILES	EP2 modulator	TbHK1 inh	EP2 antag	Calpain2 inh	Hck Nef HTS
41	Cc1ccc(N2CCN(c3ccc(NCc4nc5ccccc5n4C)cc3)CC2)cc1	13	3	5	-36	5
42	CCN(c1ccccc1)S(=O)(=O)c1ccc(OC)c(N=N/C(C(=O)Nc2ccccc2)=C(/C)O)c1	9	-17	2	-11	19
43	CCc1ccc(OCC(=O)NNC(=O)CSc2nnc(-c3ccc(C)cc3)n2C)cc1	26	-1	5	-1	2
44	O=C(Nc1ccc(S(=O)(=O)N2CCOCC2)cc1)C1COc2ccccc2O1 (stereo not given)	-38	-2	11	-18	3

entry	L929 necroptosis	Rad51 HR inh	eIF4E 4G PPI	14-3-3 Bad PPI
41	0.7	-2	14	-5
42	7.7	8	2	-12
43	0.5	-3	8	-3
44	1.4	-3	-6[fluorescence artefact?]	-3[fluorescence artefact?]

Some values from the list:
`CCOc1ccc(/C=C/C(=O)NCCc2ccc(OC)c(OC)c2)cc1` in TbHK1 inh reads -11
`COc1ccc2[nH]cc(C=O)c2c1` in Rad51 HR inh reads -4
`CCn1c(SCC(=O)NC(C)C)nnc1-c1cccs1` in TbHK1 inh reads -3
`N#Cc1c(N)oc(-c2ccco2)c1-c1ccco1` in TbHK1 inh reads -22
`COCCCNC(=O)CC(NS(=O)(=O)c1ccc(C)cc1)c1ccco1` (stereo not given) in EP2 antag reads 14

Some of the compounds tested, so the mix of outcomes need not match the whole.
